# Screening data deposited in PubChem BioAssay by Sanford-Burnham Center for Chemical Genomics.
# CXCR6 block = CXCR6 (human) receptor inhibition | O00574 | AID 602244 | CHO-K1 PathHunter CXCR6 beta-arrestin, luminescence | actives 0.36% (n = 360,000) | inhibition, % at 20 µM; in the data active = inhibition above about 34%, passing the limit was not always enough;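 also: antagonist mode with CXCL16 agonist at 10 nM final; 0% = 10 nM CXCL16 with DMSO and 100% = unstimulated wells without agonist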
# Gli-Sufu antag = Gli-Sufu pathway antagonism. AID 588413. actives 0.74% (n = 340,000). inhibition, % at 5 µM. Sufu-KO-LIGHT fibroblasts, Gli luciferase reporter luminescence;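 active = inhibition above about 55%, limit read from the data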;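 also: 0% = DMSO-treated cells and 100% = wells with medium but no cells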
# EBI2 antag = EBI2 (human) antagonism; EBI2 beta-arrestin recruitment, luminescence, 7a,25-OHC stimulated; inhibition, % at 5 µM; actives 0.81% (n = 360,000); AID 651636; in the data active = inhibition above about 38%;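 also: enzyme fragment complementation signal reports receptor beta-arrestin coupling in cells; 0% = agonist plus DMSO wells and 100% = wells without agonist; some results beyond the cut were filed as inactive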
# Target sequence (P32249 whole entry, looked up, the tested form may be a part): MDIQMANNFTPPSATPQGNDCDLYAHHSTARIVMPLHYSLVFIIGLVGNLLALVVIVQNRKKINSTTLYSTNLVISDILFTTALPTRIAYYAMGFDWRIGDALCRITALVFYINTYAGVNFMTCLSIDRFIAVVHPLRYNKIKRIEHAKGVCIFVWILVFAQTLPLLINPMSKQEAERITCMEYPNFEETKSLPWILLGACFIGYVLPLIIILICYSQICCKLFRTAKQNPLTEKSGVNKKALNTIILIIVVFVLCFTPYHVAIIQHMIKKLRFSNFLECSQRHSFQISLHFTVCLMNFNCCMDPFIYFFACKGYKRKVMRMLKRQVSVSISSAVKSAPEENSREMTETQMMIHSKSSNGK
# Jurkat NFkB inh = inhibitors of the PMA/ionomycin-induced NF-kB reporter in Jurkat cells. PMA/ionomycin-induced NF-kB luciferase reporter, luminescence. inhibition, % at 4 µM. actives 0.53% (n = 330,000). AID 435003; in the data active = inhibition above about 50%
# CCR6 antagonist = blocks CCL20-driven beta-arrestin recruitment at human CCR6. P51684. CHO-K1 CCR6 PathHunter beta-arrestin, luminescence, CCL20-stimulated. inhibition, % at 20 µM. actives 0.49% (n = 340,000);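 active = compounds whose inhibition of the agonist-driven luminescence signal at 20 µM reaches about 50%, limit read from the data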;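 also: cells stimulated with CCL20 at 14 nM final; plate controls were DMSO with CCL20 for no effect and DMSO without agonist for full effect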
# Target sequence (P51684 whole entry, looked up): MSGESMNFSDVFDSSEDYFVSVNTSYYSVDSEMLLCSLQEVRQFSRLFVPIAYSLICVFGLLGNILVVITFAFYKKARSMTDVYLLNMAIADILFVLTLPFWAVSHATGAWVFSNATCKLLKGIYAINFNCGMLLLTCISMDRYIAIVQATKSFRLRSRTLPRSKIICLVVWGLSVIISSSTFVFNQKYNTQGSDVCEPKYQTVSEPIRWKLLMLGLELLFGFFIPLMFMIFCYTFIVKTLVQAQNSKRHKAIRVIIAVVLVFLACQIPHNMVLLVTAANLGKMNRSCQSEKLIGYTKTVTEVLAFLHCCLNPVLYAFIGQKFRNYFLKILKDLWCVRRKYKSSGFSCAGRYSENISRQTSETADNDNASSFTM
# UBC13 polyUb = inhibitors of human UBC13 polyubiquitin chain formation | P61088 | TR-FRET | inhibition, % at 20 µM | actives 0.47% (n = 330,000); in the data active = inhibition above about 45%, passing the limit was not always enough
# Target sequence (P61088 whole entry, looked up): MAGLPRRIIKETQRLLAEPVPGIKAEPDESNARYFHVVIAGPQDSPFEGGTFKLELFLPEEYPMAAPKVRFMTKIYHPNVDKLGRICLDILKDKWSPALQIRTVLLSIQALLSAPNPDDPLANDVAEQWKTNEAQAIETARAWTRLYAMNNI
# APJ antag = APJ receptor antagonism; CHO-K1 APJ beta-arrestin complementation, luminescence; AID 2521; P35414; actives 0.32% (n = 330,000); inhibition, % at 20 µM;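 active = inhibition above about 40% at 20 µM, limit read from the data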;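 also: cells challenged with 10 nM apelin-13 agonist together with compound; plate controls were apelin-13 plus DMSO wells for no effect and DMSO wells lacking apelin-13 for full effect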
# 697 NFkB inh = lowers PMA/ionomycin-induced NF-kB signal in 697 B cells; actives 0.33% (n = 330,000); 697 B-cell NF-kB luciferase reporter, 16 h; inhibition, % at 4 µM; in the data active = inhibition above about 35%
# Active calls of the source: *; . = not tested or not shown.
SMILES,CXCR6 block,Gli-Sufu antag,EBI2 antag,Jurkat NFkB inh,CCR6 antagonist,UBC13 polyUb,APJ antag,697 NFkB inh
N#CCCN(Cc1cccs1)C(=O)Nc1ccc(F)cc1,-4,7,-1,18,10,4,21,-6
Cc1ccc(NS(=O)(=O)c2ccccc2[N+](=O)[O-])cc1C,-7,-5,-4,7,-8,-2,-10,-5
COc1ccc(CCNC(=O)CCc2ccc(OC)cc2)cc1,1,-1,6,27,0,1,9,9
COc1cc(C(=S)N2CCOCC2)ccc1OC(=O)c1cccc(C)c1,-26,-1,11,-3,13,3,1,-12
NNC(=O)CCCNc1ncc(C(F)(F)F)cc1Cl,2,-4,-4,-5,8,-7,7,31
CC1CCc2nc3ccc(S(=O)(=O)N4CCC(C(=O)O)CC4)cc3c(C(=O)O)c2C1 (stereo unspecified),0,0,-3,5,2,-6,4,5
Cc1cccn2c(=O)c3cc(C(=O)NCc4ccco4)c(=N)n(CCOCCO)c3nc12,6,28,-3,-3,4,-26,-20,-5
CCCN(C(=O)CCNC(=O)Cn1cnc2ccccc2c1=O)c1cccc(Cl)c1,9,-16,-6,23,9,2,7,-11
S=C1NCN(Cc2ccco2)CN1c1cccc2ccccc12,-2,1,-19,-8,14,-3,7,-14
CC(C)(C)NC(=O)C(=O)NCCC1=CCCCC1,3,-18,5,-6,14,8,5,-1
CC(CC(F)(F)F)N1CCC(n2nccc2NC(=O)CCOc2ccccc2)CC1 (stereo unspecified),-11,20,6,13,9,-21,-5,-6
COc1ccccc1/C=C1/SC(=S)N(CCC(=O)Nc2cccnc2)C1=O,6,12,13,1,23,-14,-16,35*
CCSC1=NC2(CCCCC2)Nc2sc3c(c21)CCCC3,-14,4,-7,1,6,-2,0,6
CCN(CC)S(=O)(=O)c1cccc(NC(=O)c2cc3ccccc3o2)c1,-3,1,14,-25,11,7,15,-12
CNc1ccc(NC(C)=O)cc1[N+](=O)[O-],7,5,3,3,17,-224,16,13
Nn1c(Cc2cccc3ccccc23)nnc1SCc1c(F)cccc1Cl,-6,5,6,-9,10,1,8,-13
CCCCN(C)C(=O)C1CCN(CCCc2ccccc2)CC1,0,11,9,3,8,9,2,11
O=C(/C=C/c1cccc([N+](=O)[O-])c1)N1CCN(Cc2ccc3c(c2)OCO3)CC1,-11,4,50*,-3,0,7,6,-6
Cc1ccc(C)c(NC(=O)C2CCCN(S(=O)(=O)c3ccc4[nH]c(=O)ccc4c3)C2)c1 (stereo unspecified),-8,-1,-3,-1,-1,-4,-20,-6
Cc1ccc(S(=O)(=O)NCC(c2cccnc2)N2CCOCC2)cc1 (stereo unspecified),-1,1,1,-5,-27,7,10,18
CN(C)C(=O)CCc1ccc2c3c([nH]c2c1)[C@]1(C)[C@@H](C(=O)N2CCCCC2)C[C@H](CC(=O)NCCN2CCOCC2)C(=O)N1CC3,0,0,-2,.,13,.,.,-1
CCN(CC)S(=O)(=O)c1ccc(OC)c(NS(=O)(=O)Cc2ccccc2)c1,-7,1,7,-2,15,0,7,0
COc1ccc(-n2ncc3c(N4CCC(C)CC4)ncnc32)cc1,-5,-47,-3,-198,9,7,-26,-325
CC(C)Oc1ccc2c(=O)c(-c3ccccc3)coc2c1,0,-123,5,-185,6,-3,-3,-211
COc1cc(CN2CCCCCC2)c([N+](=O)[O-])cc1OC,-9,2,-4,-3,4,-25,-10,-4
Nc1nnc(SCC(=O)OCC(=O)Nc2ccc(Br)cc2)s1,8,34,-27,-4,-19,6,-19,1
COc1ccc(C(=O)NCCS(=O)(=O)N2CCc3ccccc3C2)cc1,8,-19,-15,-7,1,1,-54,-14
Cc1ccccc1S(=O)Cc1ccc(C(=O)NCCN2CCOCC2)o1 (stereo unspecified),6,-4,-1,-4,4,0,8,18
Cc1ccc2c(c1)OC(c1ccc3c(c1)OCCO3)CC2=O (stereo unspecified),-9,-2,1,-51,19,8,5,-16
COc1cccc(OC)c1OCCNCC1COc2ccccc2O1 (stereo unspecified),0,8,2,-2,12,7,4,10
COc1ccc(-c2cc(C(F)(F)F)nc(SCCC(=O)NCc3ccccc3)n2)cc1,-2,1,-7,-13,-1,11,4,-15
CC1CC(C)CN(Cc2nc(N)nc(Nc3ccccc3)n2)C1 (stereo unspecified),6,4,-8,-24,12,-6,-16,-21
Cc1nn(CC(=O)O)c(C)c1C,-5,6,-6,0,-20,10,10,2
C=CCSc1nsc(NC(=O)Nc2ccc(F)cc2)n1,-30,39,2,-1,-3,0,7,-39
O=C1N=C(N2CCOCC2)SC1=C1CCCCC1,3,-14,-2,-18,6,-2,8,-11
Cc1onc(-c2ccccc2Cl)c1C(=O)NNC(=O)c1ccccc1F,-3,16,-8,-13,5,0,1,-15

# A draw from above in order of molar mass, high to low.
SMILES,CXCR6 block,Gli-Sufu antag,EBI2 antag,Jurkat NFkB inh,CCR6 antagonist,UBC13 polyUb,APJ antag,697 NFkB inh
COc1ccc(C(=O)NCCS(=O)(=O)N2CCc3ccccc3C2)cc1,8,-19,-15,-7,1,1,-54,-14
COc1cccc(OC)c1OCCNCC1COc2ccccc2O1 (stereo unspecified),0,8,2,-2,12,7,4,10
COc1cc(CN2CCCCCC2)c([N+](=O)[O-])cc1OC,-9,2,-4,-3,4,-25,-10,-4
Cc1nn(CC(=O)O)c(C)c1C,-5,6,-6,0,-20,10,10,2

# The list goes on.
SMILES,CXCR6 block,Gli-Sufu antag,EBI2 antag,Jurkat NFkB inh,CCR6 antagonist,UBC13 polyUb,APJ antag,697 NFkB inh
O=C(NC1CCCCCCC1)c1cnccn1,2,-2,-5,-8,-1,9,9,-2
CCc1cccc2c(C(=O)CN3C(=O)C(=O)N(C4CCCC4)C3=O)c[nH]c12,-5,-11,-3,-11,-13,-1,-8,12
CCN(Cc1nc(-c2ccc(OC)cc2)no1)C(=O)c1ccc2c(c1)OCO2,10,-9,-3,13,-4,1,6,5
COc1ccc(-n2nc(C(=O)NCC(=O)N3CC(C)CC(C)C3)c3ccccc3c2=O)c(OC)c1 (stereo unspecified),1,-3,1,-4,16,-9,2,5
FC(F)(F)c1cc(CCN2C(=S)NC[C@@H]2c2ccccc2)cc(C(F)(F)F)c1,9,-27,-6,11,17,16,-12,-1
O=C(NNC(=O)c1cccc2ccccc12)c1cccc(F)c1,2,5,-19,.,10,.,.,.
O=[N+]([O-])c1ccccc1S(=O)(=O)n1nnc2ccccc21,5,-7,-14,-9,4,7,-1,21
O=C(O)c1[nH]c2ccc([N+](=O)[O-])cc2c1-c1ccccc1,5,-5,-4,-12,10,0,7,14
CC1=CC=CN2C1=NC(=O)CC2(C)C(=O)N(CC(=O)NC1CCCC1)c1cc(C)cc(C)c1 (stereo unspecified),-1,-2,2,10,-3,10,35,23
COc1cc2[nH]c3c(N4CCC(C(N)=O)CC4)ncnc3c2cc1OC,.,.,.,8,.,3,4,4
O=C1Nc2ccc(Br)cc2/C1=C/C1CC=CCC1 (stereo unspecified),5,-13,7,0,4,-4,20,-5
C=CCNc1cnn(-c2ccc(C)cc2)c(=O)c1Sc1ccc(C)cc1,3,6,9,12,15,2,-11,10
Cc1ccccc1-c1nnc(SCC(=O)NC2CCCC2)o1,-4,-14,10,12,4,0,7,-12
CCOC(=O)C1CCCN(S(=O)(=O)c2ccc(S(=O)(=O)N3CCCC3)cc2)C1 (stereo unspecified),-8,33,-13,37,0,-4,-4,2
O=[N+]([O-])c1cc(/C=N/O)ccc1Oc1cccc(Cl)c1,3,-14,-6,2,-9,3,-7,-30
Cc1cccc(C)c1NC(=O)CN(C)C(=O)c1ccccc1C(=O)N(C)Cc1ccccc1,7,14,5,-27,3,-4,17,-25
CCOC(=O)c1cc(CC)sc1/N=C/C1C(=O)CCCC1=O,1,-6,-10,3,6,4,-3,2
CCOc1ccccc1N1CC(C(=O)Nc2cc(S(=O)(=O)N3CCOCC3)ccc2OC(C)C)CC1=O (stereo unspecified),2,-2,10,.,-7,.,.,.
O=C(CNC1CCCCC1)NN=C(c1ccccc1)c1ccccc1,5,10,-11,21,17,3,4,-5
COc1ccc(CCNC(=O)C(=O)NCC2OCCN2S(=O)(=O)c2ccc(Cl)cc2)cc1OC (stereo unspecified),-6,3,-7,1,4,1,3,11
Cc1cc2cc(C(c3nnnn3C(C)(C)C)N(Cc3ccco3)CC3CCCO3)c(=O)[nH]c2cc1C (stereo unspecified),2,3,11,7,8,-14,0,-18
O=C(NC(c1ccccc1)c1ccccc1)c1ccc(=O)[nH]n1,-1,-13,11,16,6,4,12,20
CCOc1cccc(C(=O)Nc2ccc(S(=O)(=O)Nc3cc(C)on3)cc2)c1,-4,-11,1,-3,3,4,9,16
CCN(CC)S(=O)(=O)c1ccc(C2CNC(=O)C2)cc1 (stereo unspecified),3,-9,-3,-13,-1,3,-2,6

# The last 3 entries of the section before lead into the next.
SMILES,CXCR6 block,Gli-Sufu antag,EBI2 antag,Jurkat NFkB inh,CCR6 antagonist,UBC13 polyUb,APJ antag,697 NFkB inh
O=C(NC(c1ccccc1)c1ccccc1)c1ccc(=O)[nH]n1,-1,-13,11,16,6,4,12,20
CCOc1cccc(C(=O)Nc2ccc(S(=O)(=O)Nc3cc(C)on3)cc2)c1,-4,-11,1,-3,3,4,9,16
CCN(CC)S(=O)(=O)c1ccc(C2CNC(=O)C2)cc1 (stereo unspecified),3,-9,-3,-13,-1,3,-2,6
Cc1cc(Oc2ncccc2[N+](=O)[O-])c2cc(Cl)ccc2n1,0,8,2,-22,-3,0,-12,29
O=C(NCc1csc(-c2cccs2)n1)C1CCCCC1,0,-35,4,-49,-5,2,13,-19
Cc1ccc(S(=O)(=O)CNC(=S)c2cccc(C)c2)cc1,-4,2,-13,9,-6,7,22,3
COc1ccc(NS(=O)(=O)c2cc(NC(=O)c3ccc(=O)[nH]c3)ccc2C)cc1,0,-12,-9,1,6,13,-37,7
Cc1cc(C)c(S(=O)(=O)Cc2ccc(Cl)cc2)c(=O)[nH]1,0,-3,6,9,12,0,-3,19
O=C(CNC(=O)c1cccs1)c1ccc([N+](=O)[O-])cc1,-3,-52,-7,-31,8,1,-35,-2
N#Cc1c2c(c(-c3ccccc3)[nH]c1=O)CCCC2,0,-4,-7,.,-1,.,.,.
O=C(NCc1ccco1)C1CCN(Cc2ccc(F)cc2)CC1,4,1,-7,1,1,-2,2,-9
O=C(CSc1ccc(-c2ccc(F)cc2)nn1)NCc1ccco1,-4,3,10,-1,7,0,-14,19
C=CCNC(=O)/C(C#N)=C/c1ccc(C)o1,-3,-2,-9,-5,2,-10,-1,4
COCCNS(=O)(=O)c1ccc(OCC(=O)OC)c(Cl)c1,-7,-3,-3,16,-3,2,0,24
O=c1[nH]c(CSc2nnc3ccccn23)nc2ccccc12,3,-3,-13,-12,-13,1,9,8
Cc1ccc(NS(=O)(=O)c2cccc(C(=O)N3CCCC(C)C3)c2)cc1 (stereo unspecified),4,10,2,9,4,0,-36,6
Cc1nn(-c2ccccc2)c(C)c1C(=O)OCC(=O)N(C)C1CCS(=O)(=O)C1 (stereo unspecified),-18,-30,1,-34,12,0,-2,-33
CC(Sc1nc2ccccc2o1)C(=O)O (stereo unspecified),2,2,-7,-26,-7,2,-9,-8
OC(CNCc1ccccc1)(c1ccccc1)c1ccccc1,-23,10,-4,-3,5,9,2,-6
COC(=O)C1=C(C)N(C)C(=S)NC1c1c(OC)ccc2ccccc12 (stereo unspecified),-5,16,-4,-23,-12,2,0,-14
Cc1nn(-c2ccc(N3CCCCC3)nn2)c(C)c1CCC(=O)Nc1ccccc1F,3,-30,-13,-38,9,-4,6,51*
O=C(Nc1ccc2c(c1)CCCN2C(=O)c1cccs1)c1c(F)cccc1F,2,-1,1,-7,8,-7,-6,-97
O=[N+]([O-])c1ccccc1Oc1ccccc1Cl,-10,-10,10,6,-9,4,17,-1
COCC(COCCCNC(=O)Nc1ccc(Br)cc1)OC (stereo unspecified),-2,11,-4,-3,6,-4,-6,3
O=C(COC(=O)CCc1ccc(S(=O)(=O)N2CCOCC2)cc1)Nc1ncc(C(F)(F)F)cc1Cl,9,6,7,3,-4,8,6,26
O=C(O)Cc1coc2cc3c(cc12)CCC3,-11,1,-11,-2,8,6,9,4
